Screening results (PubChem BioAssay)
yeast mlh1 rad18 – NCI yeast anticancer drug screen, S. cerevisiae mlh1 rad18 strain | hit rate 11% among 79,000 | growth inhibition, % at 50 µM;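 also: 0% = growth of vehicle-only cultures of the same strain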
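Test agents were incubated with a yeast strain of defined genotype (DNA damage repair defect). Inhibition of growth was derived by comparison with vehicle-exposed cultures.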
bub3 – NCI yeast anticancer drug screen, S. cerevisiae bub3 mutant strain | hit rate 9.9% among 78,000 | growth inhibition, % at 50 µM;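 also: 0% = growth of vehicle-only cultures of the same strain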
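Mutant yeast screening strain plus compound; vehicle-treated cultures serve as the 0% inhibition reference.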
cln2 rad14 – NCI yeast anticancer drug screen, S. cerevisiae cln2 rad14 strain. hit rate 8.3% among 78,000. growth inhibition, % at 50 µM;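 also: 0% = growth of vehicle-only cultures of the same strain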
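Yeast carrying cln2 and rad14 alterations (cell cycle control and DNA damage repair) were exposed to compounds. Growth inhibition was measured against vehicle-treated controls.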
sgs1 mgt1 – NCI yeast anticancer drug screen, S. cerevisiae sgs1 mgt1 strain; % growth inhibition at 50 µM; hit rate 10% among 78,000;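 also: 0% = growth of vehicle-only cultures of the same strain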
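This yeast growth screen uses a strain with defined DNA-repair lesions; compound-treated growth is compared with vehicle-treated growth.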
rad50 – NCI yeast anticancer drug screen, S. cerevisiae rad50 strain | growth inhibition, % at 50 µM | hit rate 10% among 79,000;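 also: 0% = growth of vehicle-only cultures of the same strain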
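Inhibition values express reduced yeast growth in compound-treated cultures relative to vehicle-treated controls.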
yeast mec2-1 – NCI yeast anticancer drug screen, S. cerevisiae mec2-1 strain | hit rate 9% among 79,000 | % growth inhibition at 50 µM;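 also: 0% = growth of vehicle-only cultures of the same strain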
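Yeast mec2-1 mutant treated with compound. Readout: growth inhibition vs vehicle controls.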
* marks the source's active call; other numbers are inactive results; & = joins results of further samples. Rule as the data show it: active = growth inhibition above about 70%; inactive = the rest. Not a hit list. Share with any hit: about 14%.

Under each structure: yeast mlh1 rad18	bub3	cln2 rad14	sgs1 mgt1	rad50	yeast mec2-1
> CC1=C(C(=O)Nc2ccc([N+](=O)[O-])cc2)C(c2ccccc2F)C(C(=O)Nc2ccc([N+](=O)[O-])cc2)=C(C)N1
 : 28	60	64	52	56	74*
> CCC(C)(C)c1ccc(O)c(CNCCO)c1
 : 9	8	-19	3	27	-3
> CCN(CC)c1ccc(NC(=S)NN)cc1
 : -34&-24	-5&37	1&-26	-10&-13	-33&-37	-51&-22
> CCOC(=O)C1=C(O)C(=O)C=C(O)C1=N
 : 10	-18	4	-12	-12	-3
> CC(C)C(N)C(=O)NCC(=O)NCC(=O)O (centres undefined)
 : -23	-29	-8	-20	-9	-22
> CC(=O)c1c(O)c2ccc(Cl)cc2[nH]c1=O
 : 67	38	32	83*	79*	15
> CC(=O)Nc1ccc(S(=O)(=O)NC(=O)NC(C)C)cc1
 : 14	3	20	-2	-4	-26
> Cc1ccc(S(=O)(=O)NCCC(=O)O)cc1
 : -5	-3	-9	-10	-2	-11
> C=C1C(=O)OC2CC(C)C3CC(OCCCl)OC(OCCCl)C3(C)CC12 (centres undefined)
 : -6	6	7	-3	14	8
> CN(C)Cc1cc(C(=O)/C=C/c2ccc(Cl)cc2Cl)cc(CN(C)C)c1O
 : 14	9	-51	9	6	-13
> O=C1OC(C2OC(=O)C(=O)C2C(=O)c2ccc(Cl)c(Cl)c2)C(C(=O)c2ccc(Cl)c(Cl)c2)C1=O (centres undefined)
 : 96*	55	34	74*	95*	64
> CCS(=O)CCCN1CCc2ccccc2C1 (centres undefined)
 : -6	-3	-33	14	26	-1
> CC1(C)CC(C(N)=O)C(=O)O1 (centres undefined)
 : -2	5	-26	-22	-17	-4
> CCN(CC)CCOCCn1c2c(c3ccccc31)CCCC2
 : -36	-4	20	6	8	6
> Cc1ccc(C)c(C(=O)CCN(C)C)c1
 : 1	3	-25	-11	-25	-8
> O=S1(=O)OCCCCO1
 : -2	-8	-3	4	-1	1
> CN1N=C(c2ccccc2)c2cc(Cl)ccc2N=C1N/N=C/c1ccc(N(C)C)cc1
 : 5	3	-8	3	5	-8
> Nc1ccc(Sc2c3ccccc3nc3ccccc23)cc1
 : 60	85*	72*	87*	81*	63
> CCOC(=O)NN(C/C(Cl)=C/Cl)C/C(Cl)=C/Cl
 : -6	7	-47	0	-2	-1
> CC1(C)CC(NC(=O)C(C)(C)Oc2ccc(Cl)cc2)CC(C)(C)N1
 : 26	9	-12	26	32	6

One compound at a time (already shown). Values in the order: yeast mlh1 rad18, bub3, cln2 rad14, sgs1 mgt1, rad50, yeast mec2-1
`C=C1C(=O)OC2CC(C)C3CC(OCCCl)OC(OCCCl)C3(C)CC12` (centres undefined) is entered as -6, 6, 7, -3, 14, 8
`CC1(C)CC(C(N)=O)C(=O)O1` (centres undefined) is entered as -2, 5, -26, -22, -17, -4
`CC(C)C(N)C(=O)NCC(=O)NCC(=O)O` (centres undefined) is entered as -23, -29, -8, -20, -9, -22
`Nc1ccc(Sc2c3ccccc3nc3ccccc23)cc1` is entered as 60, 85*, 72*, 87*, 81*, 63
`CN(C)Cc1cc(C(=O)/C=C/c2ccc(Cl)cc2Cl)cc(CN(C)C)c1O` is entered as 14, 9, -51, 9, 6, -13

The main list resumes; the two compounds before the break are reprinted first.
Under each structure: yeast mlh1 rad18	bub3	cln2 rad14	sgs1 mgt1	rad50	yeast mec2-1
> CCOC(=O)NN(C/C(Cl)=C/Cl)C/C(Cl)=C/Cl
 : -6	7	-47	0	-2	-1
> CC1(C)CC(NC(=O)C(C)(C)Oc2ccc(Cl)cc2)CC(C)(C)N1
 : 26	9	-12	26	32	6
> CC(=O)O[C@H]1[C@H](OC(C)=O)[C@@H](CN=[N+]=[N-])OCO[C@@H]1CN=[N+]=[N-]
 : 31	62	51	28	55	66
> COc1ccc(C(=O)Nc2ccc(C)cc2)cc1
 : -3	-9	-9	11	3	5
> NC(=O)c1oc([N+](=O)[O-])c(-c2ccccc2)c1-c1ccccc1
 : 64	92*	-23	55	12	17
> COc1cc(NCCCCCNC(C)C)c2ncccc2c1Cl
 : 57	37	27	52	50	7
> OCc1ccccc1F
 : -36	-15	-15	-21	-42	-34
> Cc1ccc(S(=O)(=O)Nc2cc(=O)[nH]c3c2CCC3)cc1
 : 3&-6	24&-18	1&-52	-27&9	43&-2	18&-5
> O=C1C=C(Br)C(=O)c2c1[nH]c(=O)[nH]c2=O
 : -17	-19	3	7	6	-14
> C=C1c2ccccc2N(S(=O)(=O)c2ccc(C)cc2)C12CCCCC2
 : -6	-1	-3	-10	4	15
> COc1cc(NS(=O)(=O)c2ccccc2)c2nc3ccc(Cl)cc3nc2c1
 : 12	-7	3	-25	4	-8
> Nc1cc(=O)[nH]c(=O)[nH]1
 : -6	-14	-26	-13	-22	-12
> O=C1C=CC(=O)c2c(O)c(Nc3ccc(OC(F)(F)F)cc3)c(Cl)c(O)c21
 : 69	82*	38	73*	42	47
> CCOC(=O)c1ccc(NC(=S)NC(=O)c2ccccc2)cc1
 : 6	26	-18	12	-5	1
> CCC(=O)c1cc2c(cc1O)CC(C(=O)CC)c1ccccc1-2 (centres undefined)
 : 12	11	-3	17	13	7
> Cc1ccc(NS(=O)(=O)c2ccc(F)cc2)cc1Cl
 : 100*	100*	99*	100*	100*	99*
> O=C(NC(COC(=O)c1ccccc1)COC(=O)c1ccccc1)c1ccccc1
 : 10	-1	13	13	30	8
> CCCC(=O)Nc1cccc(Cl)c1
 : 2	-1	8	9	16	9
> CCc1cccc(C(C)CC)c1NC(=O)C(=O)Cc1nc2ccccc2o1 (centres undefined)
 : 24	17	8	17	16	13
> c1ccc([Si](c2ccccc2)(c2ccccc2)c2ccc(-c3ccc([Si](c4ccccc4)(c4ccccc4)c4ccccc4)cc3)cc2)cc1
 : -16	0	-4	-8	1	-1
> CN(C)c1cc[c]([Sn]([c]2ccc(N(C)C)cc2)([c]2ccc(N(C)C)cc2)[c]2ccc(N(C)C)cc2)cc1
 : 79*	49	34	37	73*	34
> Cc1ccc2c(c1)-c1nc3nnnn3nc1C(C)(C)O2
 : 27	15	-7	34	21	7

(list continues)
Under each structure: yeast mlh1 rad18	bub3	cln2 rad14	sgs1 mgt1	rad50	yeast mec2-1
> C#CCOc1ccc(C)cc1
 : -10	3	9	-7	-1	5
> Cc1cc(CO)c(O)c(CNCc2cc(C)cc(CO)c2O)c1
 : 74*	69	72*	91*	90*	77*
> N#CC1(C#N)C2C=CC(C3CCC=C32)C1(C#N)C#N (centres undefined)
 : 69	95*	-16	60	0	45
> CC(C)CC(CC(C)C)C(=O)C1C2CCC(O2)C1C(=O)C(CC(C)C)CC(C)C (centres undefined)
 : -9	3	-4	-6	13	-4
> O=C(O)C(S(=O)(=O)O)S(=O)(=O)O
 : 99*	98*	99*	99*	99*	99*
> C(=C\c1ccccn1)/c1cccnc1
 : -14	13	-34	3	1	-21
> COC1=C2C=[N+](C)C3C(=C2C=CC1OC)Cc1cc2c(cc13)OCO2 (centres undefined)
 : 45	47	48	60	61	46
> CCC1(c2ccccc2)C2C(=O)NC(=O)C1C(=O)NC2=O (centres undefined)
 : 1	4	-4	-22	7	-9
> Cc1ccc(NC(=O)c2cccc(OP(=O)(O)Nc3ccc(C)cc3)c2)cc1
 : -17	-1	17	3	-14	3
> NC(=O)O/N=C/c1ccccn1
 : -7	-3	-10	-17	-12	3
> Oc1ccc2cc(O)ccc2c1
 : -6	-20	-8	-2	-5	-26
> N#CCCN1CCCC1=O
 : 6	6	-22	-12	-12	-8
> CC1=NNC(c2ccco2)C1 (centres undefined)
 : 6	12	18	13	10	6
> COC(=O)CCC1(C)C2CCC1(C)/C(=N/O)C2 (centres undefined)
 : 7	-21	0	2	-10	3
> Cc1cc(N(CCC#N)CCC#N)ccc1/C=C(\NC(=O)/C=C/c1ccccc1)NC(=O)Nc1ccccc1C
 : 2	4	17	-29	-4	-1
> CCOC(=O)C1Sc2c(c(=O)n(C)c3ccccc23)C1=O (centres undefined)
 : 41	-8	41	34	34	37
> O=S1(=O)C=CC(N=Nc2[nH]c3ccccc3c2O)=C1
 : -13	16	-56	6	0	-14
> O=C1C2=C(Nc3cc(Cl)ccc3N2)OC1c1ccc2c(c1)OCO2 (centres undefined)
 : 11	-8	3	10	3	11
> COc1cc([N+](=O)[O-])c(/C=C2/c3cc(OC)c(OC)cc3CCN2C)cc1Br
 : 14	-3	-14	35	46	0
> [Cl][Sn]1([Cl])[CH2]CC[CH2][Sn]([Cl])([Cl])[CH2]CC[CH2][Sn]([Cl])([Cl])[CH2]CC[CH2][Sn]([Cl])([Cl])[CH2]CC[CH2]1
 : 94*	71*	70	88*	54	83*

(listing goes on)
Under each structure: yeast mlh1 rad18	bub3	cln2 rad14	sgs1 mgt1	rad50	yeast mec2-1
> c1cc2c3c(cccc3c1)CSC2
 : 5	14	45	-5	-3	7
> COC1OC2COC(c3ccccc3)OC2C(O)C1N=[N+]=[N-] (centres undefined)
 : 8	-4	-20	-1	3	1
> COC(NC(N)=O)C(=O)O (centres undefined)
 : 14	12	-1	-1	7	12
> O=Cc1c(O)c(C(=O)Nc2ccc3[nH]c(=O)[nH]c3c2)cc2ccccc12
 : 7	26	27	8	43	19
> CCCCCCC(O)C/C=C\CCCCCCCC(=O)O (centres undefined)
 : -16	-9	63	-31	-14	-4
> Fc1ccc2c(c1)CC(CBr)O2 (centres undefined)
 : 3	-2	-24	-4	-14	-8
> O=C(CCc1ccccc1)OCC1OC(OC(=O)CCc2ccccc2)C(OC(=O)CCc2ccccc2)C(OC(=O)CCc2ccccc2)C1OC(=O)CCc1ccccc1 (centres undefined)
 : 45	-6	0	20	26	21
> O=C(Nc1ccccc1Cl)Oc1c(Cl)cc(Cl)c2ccccc12
 : 25	26	10	21	18	34
> COc1cc2c(cc1OC)C1c3ccccc3C(C#N)(C2)N(C(=O)c2ccccc2)C1O (centres undefined)
 : 14	4	10	6	13	15
> COC1/C=C\C=C(/C)C(=O)Nc2cc3nc4ccc(Br)cc4oc-3c(c2=O)CC(C)CC(OC)C(O)C(C)/C=C(\C)C1OC(N)=O (centres undefined)
 : 88*	91*	89*	92*	89*	91*
> O=C(/C=C/c1ccccc1O)c1ccc([N+](=O)[O-])cc1
 : 60	20	28	54	20	19
> Cc1ccc(NC(=O)CSC(N)=O)cc1
 : 98*	98*	98*	99*	98*	98*
> CN(C)c1cc2nc3ccccc3nc2cc1O
 : 82*	94*	46	35	63	16
> Cc1cc(Cl)c2c(C)ccc(C)c2n1
 : 9	4	6	10	-4	-32
> CC1Cc2nc3ccccc3nc2C1
 : 13	-2	-12	10	9	13
> CC(C)(C)NC(=O)C12C3C4C1C1C2C3C41C(=O)NC(C)(C)C (centres undefined)
 : -20	-26	-40	-16	-19	-9
> O=S(=O)(Nc1cccc(O)c1)c1ccccc1
 : 13	3	15	7	6	-12
> S=c1[nH]nc(-c2ccccc2)n1/N=C\c1ccc(-c2ccc(Cl)cc2)o1
 : 6	-2	15	-1	6	-22
> CC(C(=O)c1ccc(Cl)cc1)C1OC(=O)C(Cl)=C1Cl (centres undefined)
 : 92*	92*	88*	93*	91*	93*
> C/C(=N/Nc1ccc([N+](=O)[O-])cc1[N+](=O)[O-])C(=O)O
 : 97*	99*	13	98*	95*	60
> CN(C)c1cc[n+](-c2nc(/N=C(\[O-])C(F)(F)F)nc3c2ncn3C2CC(O)C(CO)O2)cc1 (centres undefined)
 : -2	11	5	-3	-24	-8
> CC(O)CNc1nc(N)[nH]c(=O)c1[N+](=O)[O-] (centres undefined)
 : -2	-10	-42	1	4	2
> Oc1ccc[nH]c1=S
 : 91*	75*	-9	85*	18	12
